5HT1E ag: activates the human 5-HT1E serotonin receptor; AID 574; CHO 5-HT1E Ga15 NFAT-bla reporter, FRET; 0% DMSO wells, 100% control agonist wells; 0.69% of 65,000 active; activation, % at 6 µM; P28566;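 active = activation above a set limit, the screen-wide mean activation plus 3 SD, cut at about 8.5% in these data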;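 also: 100% = positive control agonist at 1 µM giving full maximal response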
Target sequence (P28566 whole entry, looked up): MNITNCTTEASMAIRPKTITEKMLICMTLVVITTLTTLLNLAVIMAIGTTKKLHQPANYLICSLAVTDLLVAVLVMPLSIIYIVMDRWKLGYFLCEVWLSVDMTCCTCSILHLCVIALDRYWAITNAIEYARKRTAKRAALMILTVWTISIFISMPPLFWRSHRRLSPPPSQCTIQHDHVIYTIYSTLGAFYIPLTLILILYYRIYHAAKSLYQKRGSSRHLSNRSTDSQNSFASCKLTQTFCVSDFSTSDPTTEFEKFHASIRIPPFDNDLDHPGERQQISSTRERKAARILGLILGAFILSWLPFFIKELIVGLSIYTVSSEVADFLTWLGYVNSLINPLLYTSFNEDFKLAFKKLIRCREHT
AP ELISA ortho: orthogonal test for alternative complement pathway inhibitors. Human serum alternative complement pathway, LPS-coated ELISA, C3 deposition; tested in compound mixtures. inhibition, % at 5 µM. 0.08% of 62,000 active. AID 1235;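 active = inhibition above 30% in each of the two pooled mixtures holding the compound, so the lower value exceeds 30%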;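 also: 0% = serum in Mg-EGTA without compound and 100% = EDTA serum blank; some compounds past the cut are filed as inactive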
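Medium: diluted human serum in Mg2+-EGTA GVB++. Assay system: human serum complement alternative pathway, C3 deposition onto LPS. Also added: Plate-bound LPS. Technique: Anti-C3 ELISA, OD 450 nm. Measure: percent inhibition. Incubation: 1 h at 37 °C. Dosing: 5 µM each compound, pools of ten, 50 µM per pool.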
SF-1 act: activators of human nuclear receptor SF-1. 1.9% of 65,000 active. activation, % at 10 µM. Q13285. AID 522. CHO-K1 Gal4-SF-1 LBD luciferase reporter; % increase over DMSO SF-1-specific signal;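 active = activation above the mean activation of all tested compounds plus 3 SD, cut at about 50% in these data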
Target sequence (Q13285 whole entry, looked up, the tested form may be a part): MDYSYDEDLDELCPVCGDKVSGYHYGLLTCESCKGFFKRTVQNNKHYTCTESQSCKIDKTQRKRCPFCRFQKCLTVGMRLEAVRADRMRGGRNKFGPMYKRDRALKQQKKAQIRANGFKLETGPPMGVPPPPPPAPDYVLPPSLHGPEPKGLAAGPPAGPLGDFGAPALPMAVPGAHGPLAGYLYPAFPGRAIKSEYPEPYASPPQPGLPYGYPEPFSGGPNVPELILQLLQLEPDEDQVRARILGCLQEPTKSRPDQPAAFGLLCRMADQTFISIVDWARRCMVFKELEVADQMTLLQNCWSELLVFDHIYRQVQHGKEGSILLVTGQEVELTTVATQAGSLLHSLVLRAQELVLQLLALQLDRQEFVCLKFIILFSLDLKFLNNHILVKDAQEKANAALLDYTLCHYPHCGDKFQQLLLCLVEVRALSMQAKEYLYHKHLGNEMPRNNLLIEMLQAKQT
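Test system: CHO-K1 cells co-transfected with Gal4 DBD–human SF-1 LBD, 5xGal4 luciferase reporter. Quantity: 4,000 cells per well. Compound: 10 µM only. Incubation: compound added 1 h post-seeding, 20 h exposure at 37 °C, 5% CO2. Detection: SteadyLite luciferase luminescence. Replication: one test per compound.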
5-HT1A blocker: 5-HT1a (human) receptor antagonism; 0.68% of 62,000 active; P08908; AID 612; CHO 5-HT1a Ga15 NFAT-bla reporter, antagonist mode; inhibition, % at 10 µM;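 active = inhibition above the mean of all tested compounds plus 3 SD, cut at about 43% in these data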;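 also: receptor stimulated by 5-CT agonist at 100 nM near EC80; beta-lactamase reporter measured by ratiometric fluorescence of a cleavable substrate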
S1P1 ag pot: agonists and agonism potentiators of human S1P1 receptor; P21453; 0.57% of 56,000 active; S1P1 CRE-bla cells, forskolin, beta-lactamase FRET, potentiator mode; S1P1 agonist co-added at EC20, 2 nM; 100% = saturating reference agonist, 0% = basal; activation, % at 9.5 µM; AID 449;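 active = activation above a cutoff set at the mean activation of all tested compounds plus 3 SD, cut at about 54% in these data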;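 also: forskolin at 4 µM as EC80 and the EC20 agonist is SEW2871; 100% = SEW2871 at its EC100 plus forskolin at EC80; some compounds past the cut are filed as inactive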
HTR1E antagonist: 5-HT1E (human) receptor antagonism; CHO 5-HT1E Ga15 NFAT-bla reporter, FRET, antagonist; inhibition, % at 6 µM; P28566; 0.99% of 65,000 active;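 active = inhibition above a set limit, the mean inhibition across every tested compound plus 3 SD, cut at about 29% in these data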;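 also: signal is the 460 over 535 nm emission ratio of beta-lactamase substrate; 0% = agonist plus DMSO wells and 100% = wells without agonist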
RORA act: RORA (human) activation; P35398; CHO-K1 Gal4-RORA LBD luciferase reporter, luminescence; percent increase over mock-subtracted basal signal; activation, % at 10 µM; 1.5% of 65,000 active; AID 560;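 active = activation above the mean of all tested compounds plus 3 SD, cut at about 49% in these data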;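 also: 0% = DMSO-treated RORA cells and 100% = added signal equal to DMSO minus mock-transfected cells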
Ecoli tolC: growth inhibitors of E. coli BW25113 tolC mutant; OD615; growth inhibition, % at 10 µM (by protocol); 2.2% of 65,000 active;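 active = growth inhibition at or above a cutoff equal to the mean over every tested compound plus 3 SD, cut at about 60% in these data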;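 also: growth measured after 20 h incubation at 37 °C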
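signal = optical density read at 615 nm | test system = E. coli ΔtolC::kan strain BW25113 | timing = 20 h compound exposure of bacteria at 37 °C | buffer or medium = LB medium plus 50 µg/mL kanamycin | compound dosing = 10 µM final, single dose | evaluation = % inhibition of E. coli growth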
S1P3 agonist: S1P3 (human) receptor agonism; S1P3 NFAT-BLA reporter cells, FRET ratio; relative to 1 µM S1P, basal subtracted; activation, % at 4.5 µM; Q99500; 0.1% of 60,000 active;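 active = activation above the screen-wide mean plus 3 SD, cut at about 4.5% in these data, passing the limit was not always enough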; also: some compounds called inactive have numbers as strong as hits
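Material: Human S1P3 NFAT-BLA reporter CHO cells | Incubation: Overnight plating, 4 h compound 37 °C, 2 h substrate RT | Signal: FRET β-lactamase substrate fluorescence, excitation 405 nm, 460/535 nm emission ratio, background-subtracted | Compound: 4.5 µM final, single dose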
Starred values were filed as active, the others as inactive; nt = not tested or not shown.

SMILES	5HT1E ag	AP ELISA ortho	SF-1 act	5-HT1A blocker	S1P1 ag pot	HTR1E antagonist	RORA act	Ecoli tolC	S1P3 agonist
COc1ccc(-n2c(SCC(=O)N3CCCCC3)nc(O)cc2=O)cc1	0.5	-12	12	-6	-4	3	8	-23	-1.0
COc1cc2c(cc1OC)C(C(=O)Nc1ccc3c(c1)OCCO3)C(c1cccnc1)N(C)C2=O (centres undefined)	-2.1	-2	-7	8	nt	20	-7	-2	nt
Cc1nc(NC2=NCN(CC3CCCO3)CN2)nc2ccccc12 (centres undefined)	0.1	11	5	-11	3	-3	-19	-1	0.1
Cc1ccc2cc(CN(Cc3cccs3)Cc3nnnn3CC3CCCO3)c(=O)[nH]c2c1 (centres undefined)	-0.2	17	15	-1	-7	-8	2	5	0.1
CCn1c(CSc2nc(C)cc(C)n2)nnc1SCC(=O)N1CCCc2ccccc21	-0.2	-21	-20	1	6	1	10	5	-0.3
O=S(=O)(c1ccc(N2CCOCC2)cc1)N1CCOCC1	0.1	10	4	1	4	-23	-3	9	0.4
COc1ccc2c(c1)C(NC(C)=O)C(=O)N2C (centres undefined)	0.7	18	-5	-5	-11	-11	-2	-22	0.0
COc1cccc(OC)c1C(=O)Nc1ccc(CN2CCCCC2)cc1	-1.0	-3	-1	-4	6	-1	-14	-11	0.0
CC(=O)Nc1ccc(N(C(=O)c2cnccn2)C(C(=O)NC2CCCCC2)c2ccc(O)cc2)cc1 (centres undefined)	-0.6	17	-11	10	-7	10	5	-15	-1.4
COc1ccccc1Nc1nc(N)nc(CSc2nnc(C)s2)n1	-0.3	24	14	3	-20	10	-4	0	-1.0
Oc1ccc(-c2nc(-c3ccc(O)c(O)c3)cs2)cc1	0.5	13	28	31	55	20	39	19	-1.8
O=C(c1ccco1)N1CCN(C/C=C/c2ccccc2)CC1	-0.3	-5	1	14	5	15	-12	-15	-0.8
COC(=O)c1cccc(S(=O)(=O)N2CCC(C)CC2)c1	-0.2	3	-8	-3	nt	-5	-1	6	-0.5
CCSc1ncc(Cl)c(C(=O)N(Cc2ccc(N(C)C)cc2)C2CCS(=O)(=O)C2)n1 (centres undefined)	3.1	-2	-4	7	nt	4	-1	-2	0.0
O=C(c1nn2c(C(F)(F)F)cc(-c3ccco3)nc2c1Br)N1CCCc2ccccc21	-0.5	15	22	16	-12	10	-1	48	1.2
CC1CCc2sc3ncn4nc(C(=O)NCc5ccco5)nc4c3c2C1 (centres undefined)	0.4	10	-13	-6	11	-13	-12	-5	-1.3
CCC(NC(=O)Nc1ncccc1C)(C(F)(F)F)C(F)(F)F	-0.2	nt	8	nt	2	4	-2	13	-3.9
O=C(NC1C2CC3CC(C2)CC1C3)C1CC1 (centres undefined)	0.5	-2	-3	-12	nt	0	15	-5	-0.5
Cc1cc(C(=O)CN2C(=O)NC(C)(c3cccc(Br)c3)C2=O)c(C)n1Cc1ccco1 (centres undefined)	0.4	19	12	5	17	5	-16	56	-1.3
COC(=O)CSc1nc2c(c(-c3ccc(C)o3)c1C#N)CCCC2	-0.1	2	-5	-27	-20	0	-1	58	-0.1

Next section; the last 3 above are carried over.
SMILES	5HT1E ag	AP ELISA ortho	SF-1 act	5-HT1A blocker	S1P1 ag pot	HTR1E antagonist	RORA act	Ecoli tolC	S1P3 agonist
O=C(NC1C2CC3CC(C2)CC1C3)C1CC1 (centres undefined)	0.5	-2	-3	-12	nt	0	15	-5	-0.5
Cc1cc(C(=O)CN2C(=O)NC(C)(c3cccc(Br)c3)C2=O)c(C)n1Cc1ccco1 (centres undefined)	0.4	19	12	5	17	5	-16	56	-1.3
COC(=O)CSc1nc2c(c(-c3ccc(C)o3)c1C#N)CCCC2	-0.1	2	-5	-27	-20	0	-1	58	-0.1
NC(=O)CSCc1cccc(Br)c1	0.1	13	9	0	6	8	6	-12	-1.2
COC(=O)CN(C#N)c1nc(SC)nc(N(C)C)n1	1.0	22	-8	0	2	0	-20	3	-1.1
O=C1CNC(=O)N1Cc1ccc(Br)cc1	0.6	2	2	-2	6	-7	8	-9	-0.6
NS(=O)(=O)c1ccc(NC(=O)CSc2ccccn2)cc1	-0.5	-2	14	-1	8	16	0	-10	-1.2
CCN(CC)C(=O)CSc1nnc(-c2cnccn2)n1-c1ccccc1	-0.2	7	16	0	-16	-6	4	-15	0.4
CC1CN(C(=O)C(C)Sc2nc3ccccc3s2)CC(C)O1 (centres undefined)	0.9	-3	4	3	8	-9	-23	-10	0.9
CCc1ccccc1NC(=O)c1cc2sccc2n1C	0.6	9	0	6	49	-7	23	14	0.4
Cc1nn(Cc2ccccc2Cl)c(C)c1C(=O)NCc1ccco1	0.5	-14	0	8	-2	-5	-18	-3	0.0
CC(=O)N(C(C)=O)c1ccc2nc(C)[nH]c(=O)c2c1	0.3	3	6	-8	3	-3	2	-18	0.1
CCCN(CCC)c1ncnc2c1cnn2-c1ccc(OC)cc1	0.7	10	29	-1	27	1	3	59	0.1
O=C(NCN1CCc2ccccc2C1)c1ccccc1	-0.1	9	4	-1	13	15	-9	-14	-0.1
Cc1cc(C)n(CC(O)COCc2ccccc2)n1 (centres undefined)	-0.9	-5	-8	5	6	5	-3	-17	-0.4
COc1ccc(NC(=O)c2cnn3c(C(F)(F)F)cc(-c4ccco4)nc23)cc1OC	-0.4	21	-10	-14	115	1	-10	18	0.1
CCC1(CC)C(=O)NC(=O)NC1=NCCc1ccc(O)cc1	0.9	-33	-4	-13	5	4	-20	-16	-0.4
CCOc1nc(Oc2cccc(C(=O)O)c2)nc(Oc2cccc(C(=O)O)c2)n1	0.3	nt	-5	nt	-10	11	-27	1	-3.5
COc1ccc(-c2cn3cc(Cl)ccc3n2)cc1OC	0.3	15	42	16	-10	-4	46	18	-1.0
c1ccc(Cc2nnc3sc(-c4ccccn4)nn23)cc1	0.2	nt	2	-24	-2	9	1	1	-0.9
COc1ccc(C(=O)NCCn2cc(SCC(=O)N3CCOCC3)c3ccccc32)cc1	0.2	8	-17	7	15	16	-2	8	-0.5
CCN(CCCNC(=O)c1[nH]c(C)c(C(C)=O)c1C)c1ccccc1	0.3	18	4	6	7	-22	-13	56	0.8
Cc1cc(=O)n2nc(N3CCCC(C(=O)N4CCN(C)CC4)C3)sc2n1 (centres undefined)	0.0	7	4	0	5	-8	15	-1	-0.5
O=C1c2ccccc2C(Nc2ccc3c(c2)OCCO3)N1c1ccccn1 (centres undefined)	0.5	18	7	-6	-7	8	26	13	-0.4
CC(=O)c1cc(OC(=O)N2CCOCC2)ccc1OC(=O)N1CCOCC1	-0.3	nt	15	0	2	-4	-9	-17	-0.5
O=C(O)CCCN1C(=O)NC2NC(=O)NC21 (centres undefined)	-0.3	5	-3	-10	-20	-4	-15	-15	-0.7
CN1CCCN(C(=O)Cc2c(Cl)cccc2Cl)c2nc3ccccc3nc21	1.2	6	-14	-11	-73	-2	-10	70*	0.7
Cc1cccn2c(=O)c3cc(C(=O)NCCN4CCOCC4)c(=N)n(CCc4ccccc4)c3nc12	3.4	10	-7	-35	-77	-11	45	20	4.1
O=C(N/C(=N\O)c1ccccc1)Nc1ccc(Cl)cc1	-0.2	11	22	-5	15	-2	-12	-2	-1.7
CC12COC3(C(=O)N4CCN(c5ccccn5)CC4)CC1CCC32C (centres undefined)	0.7	7	-8	3	nt	-2	-8	8	nt
CCn1nnc(NC(=O)c2cc3ccccc3o2)n1	0.5	-3	12	-10	-6	-4	-7	-11	0.4
O=C(Oc1ccc(-c2ccccc2)cc1)N1CCCCC1	0.5	5	72*	-1	11	-2	86*	-9	-0.2
NC(=O)c1ccsc1NC(=O)C1CCCN1S(=O)(=O)c1ccc(Cl)cc1 (centres undefined)	0.1	11	-3	-4	nt	0	-6	18	nt
CCN(CC)CCNc1ccnc2cc(Cl)ccc12	-1.1	7	15	20	nt	-8	3	-2	-0.7
Cc1cc(C(=O)CSc2nnc(-c3ccco3)o2)c(C)n1-c1ccc2c(c1)OCCO2	-0.4	-11	7	5	62*	5	20	27	-0.3
CCCCOc1ccc(CSC(CC(=O)O)C(=O)O)cc1 (centres undefined)	-0.9	10	-4	nt	1	1	8	1	-3.5
CNS(=O)(=O)c1cccc(C(=O)OC2CCCCC2=O)c1 (centres undefined)	0.3	2	0	-15	-15	-19	1	0	0.2
Cc1cc(C)n2nc(SCN3C(=O)c4ccccc4C3=O)nc2n1	0.1	-2	-1	6	-18	14	-2	-6	-0.7
CCN(CCCNC(=O)CCc1nc(-c2ccc(OC)cc2)no1)c1cccc(C)c1	-1.4	-4	-19	20	nt	9	1	57	nt
CCOC(=O)CSc1nnc(Cc2ccccc2)n1Cc1ccco1	-1.0	9	-5	33	21	15	-21	3	-0.9
COc1ccc(CCNC(=O)c2cc(C(C)C)on2)cc1OC	1.0	3	-11	-6	-5	-7	-13	8	-0.6
O=C1c2ccccc2C(=O)N1CCc1nn[nH]n1	-1.4	1	3	13	2	2	-11	15	-0.4
Cc1sc2nc(SCC(=O)NCCOCCO)n(C)c(=O)c2c1C	-1.1	-3	17	-8	-15	-6	-14	-4	-1.2
COc1ccc(Cc2nc(-c3ccc(Br)o3)no2)cc1OC	0.4	3	35	-38	-31	9	20	6	-0.5
CCOC(=O)C1=C(N)N2C(=O)C(C)SC2=C(C(=O)OC)C1c1ccccc1OC (centres undefined)	-0.3	12	3	17	-5	-5	-10	21	0.3
CCN(CC)C(=O)CSc1nc2ccccc2c(=O)n1CCC(=O)NCc1ccc(F)cc1	-0.1	-13	-10	0	24	13	1	-13	-0.2
CC(C)(C)C1(C)OC(C(N)=O)C(C(N)=O)O1 (centres undefined)	-0.2	9	0	-19	-14	-6	6	-11	0.3
CC(=O)c1cccc(NC(=O)Nc2ccc3c(c2)N(C)C(=O)CS3)c1	-0.3	13	-4	9	nt	7	-14	11	nt
Cc1ccc2c(c1)c1c3n2CCN=C3CCC1	-0.1	1	8	1	nt	1	-18	-8	nt
Cc1ccc(NC(=O)C2CCCN(S(=O)(=O)c3c(C)noc3/C=C/N(C)C)C2)cc1F (centres undefined)	0.5	11	2	-5	-18	-10	-8	-5	-0.8
CCOc1ccc2[nH]c(=O)c(CN(Cc3ccco3)C(=O)c3ccc(Br)cc3)cc2c1	-0.3	10	17	8	-5	-2	1	3	-0.3
COC(=O)c1sc2ccccc2c1N	-0.4	10	46	10	-26	-3	3	2	-0.4

High-throughput results as filed in PubChem BioAssay.
